Compound activity deposited in PubChem BioAssay by several laboratories.
hcDAF12 agonist: activators of H. contortus DAF-12 nuclear receptor; activation, % at 6.8 µM; HEK293 hcDAF-12 lit1-tk-luc reporter, luminescence; 0% DMSO, 100% Δ7-dafachronic acid; actives 1.4% (n = 370,000);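 active = activation above the mean of all tested compounds plus 3 SD, cut at about 5.5% in these data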;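 also: 100% = response to 3 µM Δ7-dafachronic acid high control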
FXN GAA850 act: activators of GAA850 frataxin (FXN) promoter | AID 540364 | actives 0.56% (n = 360,000) | activation, % at 6 µM | HEK293 lucGAA850 FXN promoter luciferase reporter, 24 h; percent of 10 µM SAHA response;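 active = activation above the average of all compounds screened plus 3 SD, cutoff fixed separately per campaign, cut at about 7.5% in these data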;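 also: 0% = DMSO wells and 100% = 10 µM SAHA wells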
PLCb3 inh: PLC-beta3 (human) inhibition, primary screen. actives 0.18% (n = 370,000). Purified PLC-beta3, fluorogenic substrate, fluorescence. AID 720704. inhibition, % at 12.2 µM; in the data active = inhibition above about 11%;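 also: 0% = median of compound wells on plate and 100% = full blocker control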
Target sequence (Q01970 whole entry, looked up): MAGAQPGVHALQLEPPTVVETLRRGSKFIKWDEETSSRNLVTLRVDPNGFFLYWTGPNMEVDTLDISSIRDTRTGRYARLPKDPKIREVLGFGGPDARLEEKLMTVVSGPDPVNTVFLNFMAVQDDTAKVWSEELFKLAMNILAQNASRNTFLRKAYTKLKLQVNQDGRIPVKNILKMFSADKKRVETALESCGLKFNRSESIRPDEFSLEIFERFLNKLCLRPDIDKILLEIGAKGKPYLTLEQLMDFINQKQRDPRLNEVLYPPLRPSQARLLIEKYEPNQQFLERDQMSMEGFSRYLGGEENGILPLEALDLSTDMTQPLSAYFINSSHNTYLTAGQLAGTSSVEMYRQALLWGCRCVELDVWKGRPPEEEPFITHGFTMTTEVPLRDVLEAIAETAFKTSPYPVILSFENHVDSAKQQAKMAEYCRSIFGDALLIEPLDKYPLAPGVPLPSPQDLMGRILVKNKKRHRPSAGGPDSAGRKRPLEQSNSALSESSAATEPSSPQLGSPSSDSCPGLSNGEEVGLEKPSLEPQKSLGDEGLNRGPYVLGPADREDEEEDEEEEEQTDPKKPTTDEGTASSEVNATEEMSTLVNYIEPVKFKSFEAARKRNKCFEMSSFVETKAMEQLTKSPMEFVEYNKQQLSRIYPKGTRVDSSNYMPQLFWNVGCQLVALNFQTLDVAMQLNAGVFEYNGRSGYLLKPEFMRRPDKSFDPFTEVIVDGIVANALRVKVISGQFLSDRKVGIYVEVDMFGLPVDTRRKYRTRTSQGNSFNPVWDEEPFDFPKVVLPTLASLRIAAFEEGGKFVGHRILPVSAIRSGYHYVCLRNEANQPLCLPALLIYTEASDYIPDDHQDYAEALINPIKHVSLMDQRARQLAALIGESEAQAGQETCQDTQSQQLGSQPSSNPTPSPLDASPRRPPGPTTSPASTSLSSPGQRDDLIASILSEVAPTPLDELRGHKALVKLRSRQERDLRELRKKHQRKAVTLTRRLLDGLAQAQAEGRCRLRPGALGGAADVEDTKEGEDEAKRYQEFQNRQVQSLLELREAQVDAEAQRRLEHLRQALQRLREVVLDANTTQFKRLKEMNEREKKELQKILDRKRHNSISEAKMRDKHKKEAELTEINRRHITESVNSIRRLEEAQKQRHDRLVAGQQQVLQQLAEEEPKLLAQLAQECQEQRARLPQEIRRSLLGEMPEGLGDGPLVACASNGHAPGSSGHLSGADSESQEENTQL
DAX1 inh-1: inhibitors of human orphan nuclear receptor DAX1 (NR0B1) | P51843 | HEK293 Gal4-DAX1 luciferase reporter, luminescence | inhibition, % at 6.75 µM | actives 0.99% (n = 340,000) | AID 504766;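 active = inhibition above the mean over all tested compounds plus 3 SD, cut at about 4.2% in these data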;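 also: 0% = DAX1-transfected cells with DMSO and 100% = empty-vector control cells with DMSO; inhibition shows as a rise in luminescence from relieved DAX1 repression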
SMARCA2 act: increases SMARCA2 function in MMTV reporter cells; MG213 cells, MMTV-luciferase reporter, dexamethasone, overnight; activation, % at 9.1 µM; actives 1% (n = 370,000); in the data active = activation above about 7.8%;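 also: 0% = vehicle wells and 100% = reference activator wells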
PG9 binder: binds the HIV-1 gp120 antibody PG9. TR-FRET gp120-PG9 antibody binding. inhibition, % at 6.7 µM. actives 0.43% (n = 360,000). AID 624416; in the data active = inhibition above about 8.5%
ssDAF-12 act: S. stercoralis DAF-12 activation, primary screen; actives 1% (n = 370,000); AID 652126; activation, % at 6.8 µM; HEK293 ssDAF-12/GRIP1 lit1-tk-luc reporter, luminescence; % of 3 µM dafachronic acid response;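 active = activation above the mean over all tested compounds plus 3 SD, cut at about 0.9% in these data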;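 also: 0% = DMSO-only wells and 100% = 3 µM delta7-dafachronic acid wells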
DAX1 inh-2: inhibitors of DAX1 repression of SF-1 activated StAR promoter. HEK293T StAR-luciferase reporter, SF-1/DAX-1 repression relief. inhibition, % at 6.8 µM. actives 1.1% (n = 370,000). AID 652010;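 active = inhibition above the mean over all tested compounds plus 3 SD, cut at about 3.6% in these data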;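 also: 0% = DAX-1 cells with DMSO and 100% = cells lacking DAX-1 with DMSO; higher inhibition means more luminescence from relief of DAX-1 repression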
hgDAF-12 ag: agonists of H. glycines DAF-12 nuclear receptor | activation, % at 6.8 µM | actives 1.8% (n = 370,000) | HEK293 GAL4-hgDAF12 UAS-luciferase reporter, agonist luminescence; normalized to butyrate control | AID 687014;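 active = activation above a cutoff set at the mean of all screened compounds plus 3 SD, cut at about 10% in these data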;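 also: 0% = DMSO wells and 100% = sodium butyrate wells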
HGIII-sPLA2 inh: Inhibits HGIII-sPLA2 liposome hydrolysis, primary screen; actives 0.56% (n = 370,000); QFRET BODIPY PC-A2 liposome hydrolysis, fluorescence; Q9NZ20; AID 743126; inhibition, % at 12.2 µM;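 active = inhibition above mean plus 3 SD of compounds lying within the high and low control bounds, cut at about 19% in these data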;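 also: 0% = median of test compound wells and 100% = no enzyme DMSO wells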
NR1D1 modulator: modulators of human Rev-erb alpha DNA binding | actives 0.79% (n = 370,000) | activity, % at 10 µM | AID 1259318 | P20393 | Rev-erbα–FITC-DNA binding, fluorescence polarization, 90 min;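 active = activity above about 14%, limit read from the data; passing the limit was not always enough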;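 also: 0% = DMSO wells with 35 nM protein and 100% = DMSO wells with 750 nM protein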
Numbers without * were called inactive; . = no result given. The order is random; overall some 7% were active at least once.

nr	smiles	hcDAF12 agonist	FXN GAA850 act	PLCb3 inh	DAX1 inh-1	SMARCA2 act	PG9 binder	ssDAF-12 act	DAX1 inh-2	hgDAF-12 ag	HGIII-sPLA2 inh	NR1D1 modulator
1	CCOC(=O)C1(CCCc2ccccc2)CCN(S(C)(=O)=O)CC1	-0.8	-0.3	-11	0.3	-1	1.6	-1.7	-0.2	-2.5	4	4
2	Clc1ccc(-c2ccc(SCc3ccccn3)nn2)cc1	1.9	5.1	4	0.9	0	0.9	0.7	0.9	6.9	-1	-4
3	COc1ccc(CNC(=O)CCNS(=O)(=O)c2cccc3nsnc23)cc1	-2.2	-0.1	4	-0.3	-3	-0.6	-1.3	-0.6	-4.8	4	-3
4	COc1ccc(N(C(=O)CCl)C(C(=O)NCCc2ccccc2)c2cccs2)cc1Cl (stereo not drawn)	-3.8	-10	3	-3.3	-12	0.7	-2.4	-1.2	-17	0	-1
5	Cc1ccc(NC(=O)COC(=O)Cn2cnc3c2c(=O)n(C)c(=O)n3C)cc1	-1.9	-0.1	3	-0.1	2	2.7	-1.0	-0.5	-2.5	-3	3
6	O=C(O)C1CCCCC1C(=O)Nc1cccc(Cl)c1Cl (stereo not drawn)	-0.9	-2.8	-2	0.1	-3	-1.0	-1.0	0.2	-1.3	9	3
7	O=C(Oc1ccc(C(=S)N2CCOCC2)cc1)c1ccccc1	1.5	1.9	-3	-2.1	-2	0.1	-1.4	0.4	-0.4	3	-5
8	Cc1ccc(/C=N/NC(=O)c2nnn(-c3nonc3N)c2CNc2ccccc2)cc1	-1.1	-0.4	-8	0.1	0	-2.2	-0.3	0.3	-0.5	-1	-2
9	CCN(CC)C(=O)C(=O)Nc1cccc(Br)c1	1.4	2.1	1	1.6	4	-3.8	0.9	0.7	3.8	0	-1
10	COc1cccc(CCNC(=O)CC2C(=O)NCCN2CC(C)(C)C)c1 (stereo not drawn)	0.4	0.3	-15	3.3	0	-0.9	-1.3	-0.1	-0.2	-4	-1
11	CCC(=O)NCCCc1nc2ccccc2n1Cc1ccccc1F	-1.2	-0.2	-4	-1.7	-1	2.2	-1.4	-0.8	-3.3	1	-3
12	Cc1cc(C)nc(/N=C(\N)N(Cc2ccccc2)Cc2ccccc2)n1	2.7	-4.3	-1	0.9	-1	-2.6	-0.8	-0.7	-1.3	-7	-1
13	CCCNC(=O)c1cc(S(=O)(=O)N2CCc3ccccc32)cn1C	-3.9	-0.8	0	-1.5	-3	0.0	-2.1	-4.0	-5.2	-2	-6
14	O=C1CC(C(F)(F)C(F)(F)C(F)(F)F)=Nc2ccccc2N1	-0.5	-1.8	4	0.2	-4	0.9	-1.2	-1.0	-0.7	-14	1
15	COc1ccccc1NC(=O)Nc1ccc(C(N)=O)cc1	-0.9	2.2	-1	-0.4	0	0.5	-1.3	0.6	3.3	5	1
16	Cc1ccc(-n2nc(C)c3c(C)c(CCC(=O)NCc4ccco4)c(C)nc32)cc1	1.7	2.2	-46	-1.4	-5	0.4	-2.0	-1.0	-0.9	4	1
17	Cc1csc(NC(=O)CSc2nnc(CCNC(=O)c3ccc(Cl)c(Cl)c3)n2C)n1	0.0	2.8	2	-0.3	-3	1.0	-1.1	-0.7	-0.1	7	0
18	O=C(CCNC(=O)N1CC(=O)Nc2ccccc21)NCc1cccc(Cl)c1	0.3	-0.2	-9	2.7	-1	-0.1	-1.0	4.4*	4.3	0	1
19	CC(C)c1ccc(/C=C/c2[nH]c(=O)[nH]c(=O)c2[N+](=O)[O-])cc1	-3.0	2.3	-1	3.4	-2	-0.8	-0.9	-0.2	-2.8	-7	0
20	COC(=O)c1ccc(CNC(=O)CCC(=O)N2CCOCC2)cc1	-2.6	0.4	5	0.3	1	-0.6	-1.6	-0.6	-0.3	1	0
21	O=C(Cc1ccccc1)Nc1nnc(-c2ccco2)o1	-0.2	0.6	-3	-0.2	-5	1.3	-0.9	1.0	5.7	8	-6
22	Cn1ccnc1SCC(=O)c1c(N)n(C)c(=O)n(C)c1=O	-1.2	1.2	6	-0.6	-1	0.9	-1.0	0.3	-1.7	-2	-7
23	Cn1cnnc1SCC(=O)Nc1ccc(Br)cc1F	-0.5	1.1	-3	0.4	-3	0.8	-1.4	-1.0	-1.8	4	-4
24	CCc1nnc(NC(=O)c2ccc(-c3cccc(C(F)(F)F)c3)o2)s1	-1.4	-1.1	-1	1.3	-4	2.8	-0.8	0.4	-0.7	3	1
25	N/C(=N\NS(=O)(=O)c1ccccc1C(F)(F)F)c1ccccn1	2.0	1.1	-2	0.5	-3	0.2	-1.3	-0.2	1.7	6	4

Going on with the list.
nr	smiles	hcDAF12 agonist	FXN GAA850 act	PLCb3 inh	DAX1 inh-1	SMARCA2 act	PG9 binder	ssDAF-12 act	DAX1 inh-2	hgDAF-12 ag	HGIII-sPLA2 inh	NR1D1 modulator
26	CSCc1ccc(C(=O)NCc2ccc(C)cc2)cc1	3.9	2.3	3	-0.7	0	0.3	-0.9	0.9	-1.7	-8	-5
27	C=CCSc1ncccc1C(=O)NCCc1ccc(Cl)cc1	0.3	1.3	-7	0.3	2	0.6	-0.8	0.1	-2.3	-8	-2
28	Clc1ccc(OCCN2CCOCC2)cc1	-0.1	1.3	-2	2.5	0	-0.7	-1.1	0.1	3.6	-1	-2
29	O=c1[nH]c2ccccc2cc1-c1noc(-c2cccnc2)n1	3.0	0.6	-18	0.3	5	0.1	-0.7	0.3	-0.3	9	0
30	CCN1C(=O)C(C)S/C1=N\S(=O)(=O)c1ccc(F)cc1 (stereo not drawn)	-3.1	2.0	5	1.4	1	-1.1	-1.6	0.1	1.1	-43	-4
31	O=C(CCc1nc2ccccc2c(=O)[nH]1)OCc1nnc(-c2ccccc2)o1	-0.1	1.3	3	0.7	-1	-1.0	-1.0	1.2	2.0	8	-5
32	CC1(C)N([O-])C(c2ccccc2)=C[N+](=O)C1(C)C	-1.3	-2.7	9	-0.1	-3	0.6	-0.5	0.3	1.5	12	-6
33	CCCCCC(=O)NC1CCCCN(Cc2ccc(C)cc2)C1=O (stereo not drawn)	-1.7	.	0	.	0	.	-0.8	-1.1	1.4	-1	5
34	CCN1CCN(c2nc(Nc3ccc(C)c(C)c3)nc(N)c2[N+](=O)[O-])CC1	-2.5	3.3	3	2.1	1	-0.1	-1.7	0.8	-1.5	3	-1
35	CN1CCN(C(=O)C2CCC(=O)N(Cc3cccc(C(F)(F)F)c3)C2)CC1 (stereo not drawn)	0.1	-0.4	-5	0.6	-2	0.7	-1.2	0.3	2.9	9	-3
36	CCc1cc2c(=O)[nH]c(-c3ccncc3)nc2s1	-1.4	3.4	-337	-1.7	2	0.0	-1.2	-0.2	-2.4	-8	-3
37	COc1cc(OC)c(NC(=O)Cn2cccc2)cc1Cl	-3.0	-2.2	1	0.5	2	-0.7	-1.6	-0.3	-0.4	-14	-3
38	O=C(Nc1cccc(C(F)(F)F)c1)C1(c2ccccc2)CC1	-1.4	1.0	-1	-0.7	-2	0.4	-1.6	0.0	6.4	5	4
39	CNC(=O)c1c(NC(=O)CCS(=O)(=O)c2ccc(F)cc2)sc(C)c1C	-0.7	1.6	-6	0.6	-1	-2.9	-1.2	1.4	-0.7	-1	0
40	Cc1cccc(C)c1OCC1CNC(=O)O1 (stereo not drawn)	-1.2	0.0	-7	-1.4	1	0.1	-1.6	0.1	2.2	5	0
41	Nn1c(SCC(=O)Nc2ccc(F)c(F)c2)nnc1C1CCCCC1	-2.1	-0.9	1	-0.3	4	-0.1	-1.5	-0.2	-1.0	6	0
42	CC(=O)Cn1cnc2scc(-c3ccc(C)c(C)c3)c2c1=O	-3.2	2.5	-1	0.5	2	-1.5	-1.3	-0.9	-2.6	-18	5
43	COc1cc2c(cc1OC)C1(NCC2)C(=O)Nc2ccccc21 (stereo not drawn)	-1.4	-1.9	-16	1.6	-5	2.7	-1.4	-0.2	0.9	0	-3
44	Cc1ccc(S(=O)(=O)NCc2nc3ccccc3[nH]2)cc1	-1.8	3.3	2	-1.4	3	0.4	-0.6	-0.4	0.1	-1	-4
45	COCCOC(=O)C1=C(C)NC2=C(C(=O)CC(C)(C)C2)C1c1cc2c(cc1Br)OCO2 (stereo not drawn)	-0.3	-4.8	-313	-1.4	-1	1.1	-1.3	0.9	-0.3	-1	1
46	CCOC(=O)/C(C#N)=C\c1ccc2c(c1)OCO2	4.5	0.0	3	0.5	0	-0.6	-0.8	0.6	-1.0	2	-5
47	Cc1ccc(C2(C)NC(=O)N(CC(=O)N3CCN(S(=O)(=O)c4cccs4)CC3)C2=O)cc1 (stereo not drawn)	-1.8	0.2	-9	2.7	-2	-0.7	-1.2	0.3	-0.8	2	-1
48	O=[N+]([O-])c1ccc(C[n+]2cc(-c3ccc(Cl)c(Cl)c3)n3c2CCCCC3)cc1	0.6	1.2	-6	-1.2	-5	-0.1	-1.1	0.6	1.2	4	-1
49	CCN1CCN(C(=O)c2ccccc2NS(=O)(=O)c2ccc(Cl)cc2)CC1	-1.0	0.1	1	-0.5	1	-0.2	-1.4	-0.4	0.5	-4	-4
50	CCN(CC)c1ccc(C(=O)Nn2cnc3ccccc3c2=O)cc1	0.6	1.0	-10	0.8	3	-0.9	0.2	0.1	1.3	-1	-4

Next part:
nr	smiles	hcDAF12 agonist	FXN GAA850 act	PLCb3 inh	DAX1 inh-1	SMARCA2 act	PG9 binder	ssDAF-12 act	DAX1 inh-2	hgDAF-12 ag	HGIII-sPLA2 inh	NR1D1 modulator
51	Cc1ccccc1N1CCN(C2=NC(=O)/C(=C/c3cn[nH]c3-c3ccccc3)S2)CC1	-1.2	0.6	0	-1.7	1	-2.3	-0.7	0.6	0.8	-4	-1
52	O=C(CSc1ccc2nnc(CCNS(=O)(=O)c3ccccc3)n2n1)Nc1nc2ccccc2s1	3.7	2.8	3	-0.7	-4	0.5	-1.0	-0.7	0.0	-28	-3
53	COc1ccc(OCC(=O)Nc2ccc(N3CCN(Cc4ccccc4F)CC3)cc2)cc1	-2.8	1.3	-3	0.2	-1	-1.0	0.0	0.2	-1.9	-4	-3
54	CCCC1CCC2(CCCN2CCOC(=O)Nc2ccc(Br)cc2)CC1 (stereo not drawn)	1.9	.	-4	.	.	.	-1.4	.	2.0	-1	-2
55	CC1Cc2ccccc2N1C(=O)CN1CCN(S(=O)(=O)c2cccs2)CC1 (stereo not drawn)	-1.2	-2.1	0	1.1	-2	0.8	-1.0	-0.7	-3.1	-3	3
56	Cc1nn(C)cc1S(=O)(=O)N1CCCC(C(=O)O)C1 (stereo not drawn)	-0.9	1.2	-2	0.1	-5	0.1	-0.9	-0.1	-1.2	0	-6
57	Cc1noc(C(=O)N(C)c2ccccc2)c1Cl	-0.1	-0.3	-4	-0.4	-2	1.3	-1.0	-0.5	-1.7	4	-3
58	O=S(=O)(Nc1ccc2ccccc2c1)c1ccccc1	-0.1	2.7	-2	-0.1	-2	1.9	-0.6	0.3	2.6	-27	0
59	Cc1cc(=O)c2c(o1)C(=O)c1occc1C2=O	0.9	2.2	-18	1.0	1	-16	-1.2	-0.9	-5.0	-7	-12
60	COC(=O)[C@]12C[C@H](CC(=O)N3CCCC3)C(=O)N(Cc3ccc4c(c3)OCO4)C1=C[C@H](C(C)(C)C)O[C@@H]2C	-2.0	.	1	.	-9	-0.9	-1.3	-0.9	-3.1	14	2
